aGal spleen mod = qHTS Assay for Inhibitors and Activators of Human alpha-Galactosidase From Spleen Homogenate; Alpha-galactosidase A (Homo sapiens), P06280; human spleen homogenate, 4MU-alpha-Gal fluorescence, 40 min; Potency, µM (highest dose often 80 µM), for inactives: at the top dose activity change, negative = inhibition, hits mostly inhibitors; hit rate 0.008% among 240,000;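 also: potency is read from the fitted curve at half-maximal effect; 0% = enzyme with vehicle and -100% = no enzyme basal signal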
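Fluorogenic readout (Ex 365/Em 440 nm) of 4-methylumbelliferone released from 1 mM 4-MU-alpha-galactoside by spleen homogenate, 40 min at 37C, pH 5.0. Data normalized to no-enzyme and enzyme controls; Hill-equation AC50 from compound titrations.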
NPSR antag = qHTS Assay for Antagonists of the Neuropeptide S Receptor: cAMP Signal Transduction. CHO-NPSR cells, cAMP TR-FRET, antagonist mode. Potency, µM (titrated, usually from 38.3 µM), for the others: top-dose activity change, negative = inhibition, hits mostly inhibitors. hit rate 1% among 220,000. AID 1461, 2008; also: potency is read from the fitted curve at half-maximal effect; % is scaled to controls: 0 for no effect and ±100 for the full control effect; nearly all actives have a fitted effect of over 50% in size; many of its hits are not listed in these tables
Target sequence (Q6W5P4 whole entry, looked up): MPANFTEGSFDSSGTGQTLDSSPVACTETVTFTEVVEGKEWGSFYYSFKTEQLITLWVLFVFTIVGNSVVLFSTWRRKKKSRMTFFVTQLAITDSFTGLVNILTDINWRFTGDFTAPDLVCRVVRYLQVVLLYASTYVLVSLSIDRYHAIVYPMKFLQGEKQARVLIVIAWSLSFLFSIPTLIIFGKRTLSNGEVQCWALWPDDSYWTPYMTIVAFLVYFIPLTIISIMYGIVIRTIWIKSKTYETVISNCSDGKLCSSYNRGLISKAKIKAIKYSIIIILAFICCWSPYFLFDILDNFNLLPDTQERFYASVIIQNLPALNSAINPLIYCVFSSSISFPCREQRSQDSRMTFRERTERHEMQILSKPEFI
Epigenetic reg = Quantitative High-Throughput Screen for Regulators of Epigenetic Control; murine LDR cells, GFP reporter derepression, 30 h; Potency, µM (top dose mostly 53.9 µM), for inactives: at the highest dose GFP activation, usual class: activators; hit rate 0.2% among 280,000; also: potency is read from the fitted curve at half-maximal effect; % of control where 0% means no effect; nearly all actives have a fitted effect of over 60% in size
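Derepression of a silenced CMV-GFP reporter in murine LDR cells is scored by enumerating GFP-positive cells with a laser-scanning microplate cytometer after 30 hours of treatment at 37 C.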
Luc counter = Counterscreen for Luciferase (Kinase-Glo TM) Inhibition; hit rate 0.28% among 200,000; Kinase-Glo luciferase, ATP luminescence, 8 min; Potency, µM (titrated, usually from 38.3 µM), for the others: top-dose activity change, negative = inhibition, most hits filed as inhibitors; also: potency is read from the fitted curve at half-maximal effect; % is scaled to controls: 0 for no effect and ±100 for the full control effect; nearly all actives have a fitted effect of over 60% in size
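Substrate mix (final 50 mM imidazole pH 7.2, 50 mM KCl, 7 mM MgCl2, 10 uM ATP, 0.01% Tween 20, 0.05% BSA) plus pin-tool compound, then Kinase-Glo detection mix; 8 min ambient, luminescence read.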
CBFb-RUNX1 inh = qHTS Assay for Compounds Blocking the Interaction Between CBF-beta and RUNX1 for the Treatment of Acute Myeloid Leukemia; 230,000 tested, under 10 active; Potency, µM (series often up to 59.8 µM), without a hit: at the top dose activity, negative = inhibition, hits mostly inhibitors; AlphaScreen CBFb-His/RUNX1-biotin binding, biochemical; also: % of control where 0% means no effect
Target sequence (Q01196 whole entry, looked up): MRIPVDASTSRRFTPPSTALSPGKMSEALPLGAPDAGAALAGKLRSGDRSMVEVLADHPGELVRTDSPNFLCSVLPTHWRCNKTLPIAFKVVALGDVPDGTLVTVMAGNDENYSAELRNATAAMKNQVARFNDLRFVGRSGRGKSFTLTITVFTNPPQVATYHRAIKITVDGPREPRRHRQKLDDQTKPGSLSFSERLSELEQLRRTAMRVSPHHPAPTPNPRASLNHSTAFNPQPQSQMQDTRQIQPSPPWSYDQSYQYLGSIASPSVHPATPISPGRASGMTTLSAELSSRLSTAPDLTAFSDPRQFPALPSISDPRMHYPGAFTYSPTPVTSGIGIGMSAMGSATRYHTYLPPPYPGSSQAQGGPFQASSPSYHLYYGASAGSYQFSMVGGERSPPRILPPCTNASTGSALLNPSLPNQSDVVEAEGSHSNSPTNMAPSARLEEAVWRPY
Target sequence (Q13951 whole entry, looked up): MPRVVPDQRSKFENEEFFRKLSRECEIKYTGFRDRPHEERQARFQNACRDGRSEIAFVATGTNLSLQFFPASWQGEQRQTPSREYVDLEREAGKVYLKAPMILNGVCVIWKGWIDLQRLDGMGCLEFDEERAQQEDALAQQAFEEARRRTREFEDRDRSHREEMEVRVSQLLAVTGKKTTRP
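CBF-beta (His) and RUNX1 (biotin), 30 nM each; 20 min preassociation; + compound, 15 min; + beads 50 ng each (Ni, streptavidin), 90 min; RT; AlphaScreen read.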
IMPase Li cell = qHTS Assay for Identifying the Cell-Membrane Permeable IMPase Inhibitors: Potentiation with Lithium. CHO-M1 cells, IP1 TR-FRET (IP-One), carbachol + lithium. Potency, µM (top dose mostly 59.4 µM), for the others: at the top dose activity, negative = IMPase inhibition, usual class: inhibitors. hit rate 0.35% among 210,000;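 also: IP1 builds up when IMPase is blocked and the TR-FRET signal falls; potency is read from the fitted curve at half-maximal effect; plate controls were basal vehicle for no effect and high inhibitor control for full effect; nearly all actives have a fitted effect of over 50% in size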
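CHO-M1, 2000 cells/well, 16–30 h culture; cpd + low Li+, 30 min 37C; lysis with d2-IP1/Eu-anti-IP1 Ab, 10 min RT; TR-FRET 665/620 ratio and 620 channel; AC50 via Hill.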
Lamin A splicing = qHTS Assay for Modulators of Lamin A Splicing; HeLa LMNA splicing GFP/RFP minigene ratio, 48 h; hit rate 0.01% among 200,000; Potency, µM (highest dose often 46.1 µM), inactives show at the highest dose ratio change, negative = inhibition, hits mostly inhibitors; active = well fitted inhibition curve with a large enough effect in the signal ratio, with a control signal flat, not every such curve was filed as active; inconclusive = small, poorly fitted or top-dose-only effect, or effect the other way, or a change in a side signal; the % refers to the signal ratio; also: potency is read from the fitted curve at half-maximal effect; % is scaled to controls: 0 for no effect and ±100 for the full control effect
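S3 HeLa stable clones carrying a lamin A-EGFP splicing minigene plus DsRed2 were seeded at 600 cells/well in Opti-MEM with 2% FBS, pin-dosed and incubated 48 h at 37°C. Acumen cytometry (488 nm) gave the GFP/RFP total-intensity ratio.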
Active calls of the source: *; [ ] = another dose, or the depositor's remark. Unless noted, calls follow the shape of the dose curve; as a rule, active = well fitted curve in the direction sought with a large enough effect; inconclusive = small, poorly fitted or top-dose-only effect, or another doubt; inactive = no such curve, though single readings can be large; an effect the other way counts as inactive or inconclusive. The list is partial (hit frequency here may not be typical).

What do the screens show for `CC1(C)CCN(Cc2ccccc2)C1CC#N` (stereo not given)?
aGal spleen mod: 5.1%; NPSR antag: -1.6%[46.1 µM]; Epigenetic reg: -0.5%; Luc counter: -0.3%; CBFb-RUNX1 inh: 9.2%; IMPase Li cell: -4.5%[38.3 µM]; Lamin A splicing: 6.9%

Results for O=C(Nc1ccc(N=Nc2ccccc2)cc1)c1ccccc1Cl ?
aGal spleen mod: -11.7%; NPSR antag: -17.1%; Epigenetic reg: 0.0%; Luc counter: 4.2%; CBFb-RUNX1 inh: -15.6%; IMPase Li cell: 3.5%; Lamin A splicing: -6.3%

What do the screens show for `O=C(NCc1ccccc1)c1ccc2c(=O)[nH]c3c(C(=O)NCC4CCCO4)sc(=S)n3c2c1` (stereo not given)?
aGal spleen mod: 1.8%; NPSR antag: -51.6%; Epigenetic reg: -0.2%; Luc counter: -1.9%; CBFb-RUNX1 inh: 6.5%; IMPase Li cell: 2.0%; Lamin A splicing: inconclusive

What do the screens show for `O=[N+]([O-])c1ccc(Cl)c(/C=N/NC(=S)Nc2ccccc2)c1`?
aGal spleen mod: -3.7%; NPSR antag: -10.1%[46.1 µM]; Epigenetic reg: -0.5%; Luc counter: -5.1%; CBFb-RUNX1 inh: -0.3%; IMPase Li cell: 0.2%[38.3 µM]; Lamin A splicing: 10.1%

What do the screens show for `CCCCNS(=O)(=O)c1ccc2c(c1)oc(=O)n2CC(=O)OCC`?
aGal spleen mod: -7.7%; NPSR antag: -8.3%[46.1 µM]; Epigenetic reg: -0.2%; Luc counter: 13.7%; CBFb-RUNX1 inh: 2.4%; IMPase Li cell: 0.8%[38.3 µM]; Lamin A splicing: -6.6%

Results for CCC(CC)C(=O)c1c[nH]c(C(=O)NCCOC)c1 ?
aGal spleen mod: -1.1%; NPSR antag: -2.8%; Epigenetic reg: -1.3%; Luc counter: 3.5%; CBFb-RUNX1 inh: 2.0%; IMPase Li cell: -4.7%; Lamin A splicing: 4.4%[46 µM]

Results for Cn1c(COc2ccc(Cl)cc2)nnc1SCC(=O)Nc1ccc2c(c1)CCC2 ?
aGal spleen mod: -11.0%; NPSR antag: -0.7%; Epigenetic reg: 0.0%; Luc counter: -2.0%; CBFb-RUNX1 inh: -2.9%; IMPase Li cell: -6.2%; Lamin A splicing: 12.6%

Results for O=C(Cn1nnc(-c2ccc(Cl)cc2)n1)NCC1CCCCC1 ?
aGal spleen mod: -7.7%; NPSR antag: -6.6%[46.1 µM]; Epigenetic reg: -0.7%; Luc counter: -2.1%; CBFb-RUNX1 inh: 3.3%; IMPase Li cell: -12.6%[38.3 µM]; Lamin A splicing: 3.3%

How did CCOC(=O)C1(Cc2cccc(F)c2)CCN(C(=O)C2CCOCC2)CC1 do in these assays?
aGal spleen mod: 0.9%; NPSR antag: 6.6%; Epigenetic reg: -1.2%; CBFb-RUNX1 inh: 5.3%; IMPase Li cell: 1.6%

What do the screens show for `COc1ccc(-c2nn(C)c(=O)c3ccccc23)cc1NC(=O)Cn1nc(-c2ccccc2)c2ccccc2c1=O`?
aGal spleen mod: 9.4%; NPSR antag: inconclusive; Epigenetic reg: -0.9%; Luc counter: 1.6%; CBFb-RUNX1 inh: -17.8%; IMPase Li cell: inconclusive; Lamin A splicing: -3.1%[0.0737 µM]

Three structures already listed, sorted by formula weight, low to high.
What do the screens show for `O=[N+]([O-])c1ccc(Cl)c(/C=N/NC(=S)Nc2ccccc2)c1`?
aGal spleen mod: -3.7%; NPSR antag: -10.1%[46.1 µM]; Epigenetic reg: -0.5%; Luc counter: -5.1%; CBFb-RUNX1 inh: -0.3%; IMPase Li cell: 0.2%[38.3 µM]; Lamin A splicing: 10.1%

What do the screens show for `CCCCNS(=O)(=O)c1ccc2c(c1)oc(=O)n2CC(=O)OCC`?
aGal spleen mod: -7.7%; NPSR antag: -8.3%[46.1 µM]; Epigenetic reg: -0.2%; Luc counter: 13.7%; CBFb-RUNX1 inh: 2.4%; IMPase Li cell: 0.8%[38.3 µM]; Lamin A splicing: -6.6%

How did CCOC(=O)C1(Cc2cccc(F)c2)CCN(C(=O)C2CCOCC2)CC1 do in these assays?
aGal spleen mod: 0.9%; NPSR antag: 6.6%; Epigenetic reg: -1.2%; CBFb-RUNX1 inh: 5.3%; IMPase Li cell: 1.6%

Next section.
Results for COc1ccc2nc(SCc3ccccc3C)nc(C)c2c1 ?
aGal spleen mod: 0.1%; NPSR antag: -36.1%; Epigenetic reg: -1.0%; Luc counter: 1.0%; CBFb-RUNX1 inh: 5.8%; IMPase Li cell: 10.7%; Lamin A splicing: -4.8%

How did O=C(/C=C/c1ccccc1)Nc1ccc2c(c1)C(=O)NC2=O do in these assays?
aGal spleen mod: 4.4%; NPSR antag: 2.1%; Epigenetic reg: 9.0%; Luc counter: 2.0%; CBFb-RUNX1 inh: 5.2%; IMPase Li cell: 10.1%

How did CC1=C(C)/C(=N/OC(=O)c2cccc([N+](=O)[O-])c2)C=CC1=O do in these assays?
aGal spleen mod: -9.6%; NPSR antag: inconclusive; Epigenetic reg: -6.6%; Luc counter: -3.7%; CBFb-RUNX1 inh: 6.9%; IMPase Li cell: 21.1%; Lamin A splicing: inconclusive

How did COC(=O)c1sc2nc3c(c(-c4cccs4)c2c1N)CCCC3 do in these assays?
aGal spleen mod: 0.4%; NPSR antag: inconclusive; Epigenetic reg: 12.7%; Luc counter: -1.2%; CBFb-RUNX1 inh: -1.1%; IMPase Li cell: 0.2%; Lamin A splicing: 2.5%

Results for O=C(c1ccco1)N1CCN(C(=O)c2[nH]ncc2[N+](=O)[O-])CC1 ?
aGal spleen mod: 6.1%; NPSR antag: 15.6%; Epigenetic reg: 1.1%; Luc counter: 1.7%; CBFb-RUNX1 inh: 14.7%; IMPase Li cell: -8.0%; Lamin A splicing: 1.3%

Results for COCC(C)NC(=O)CSc1nc2ccccc2n1CCc1ccccc1 (stereo not given) ?
aGal spleen mod: 0.8%; NPSR antag: -10.0%[46.1 µM]; Epigenetic reg: -0.9%; CBFb-RUNX1 inh: -4.0%; Lamin A splicing: -8.7%

Results for CCOC(=O)c1nnn(-c2nonc2N)c1CNc1ccccc1 ?
aGal spleen mod: 0.9%; NPSR antag: -5.7%[46.1 µM]; Epigenetic reg: -2.8%; Luc counter: -3.2%; CBFb-RUNX1 inh: 5.1%; IMPase Li cell: 16.0%[38.3 µM]; Lamin A splicing: -1.8%

How did COc1cc(-c2cc(C(=O)O)c3cc4c(cc3n2)OCCO4)cc(OC)c1OC do in these assays?
aGal spleen mod: 6.6%; NPSR antag: 1.8%[46.1 µM]; Epigenetic reg: -1.0%; Luc counter: -2.4%; CBFb-RUNX1 inh: 2.9%; IMPase Li cell: -0.1%[38.3 µM]; Lamin A splicing: 0.9%

Results for COc1ccc(C(C)NC(=O)c2ccc([N+](=O)[O-])cc2)cc1OC (stereo not given) ?
aGal spleen mod: -13.4%; NPSR antag: 9.4%; Epigenetic reg: -3.0%; Luc counter: -2.5%; CBFb-RUNX1 inh: -12.9%; IMPase Li cell: -3.8%; Lamin A splicing: -1.9%

How did COc1ccc2[nH]c(=O)c(CN(Cc3cccs3)Cc3nnnn3Cc3ccccc3)cc2c1 do in these assays?
aGal spleen mod: 10.1%; NPSR antag: inconclusive; Epigenetic reg: 1.0%; Luc counter: -4.9%; CBFb-RUNX1 inh: -3.6%; IMPase Li cell: 24.7%[38.3 µM]; Lamin A splicing: 3.6%

Results for O=C(Nc1cc(S(=O)(=O)N2CCOCC2)ccc1N1CCOCC1)c1ccc(S(=O)(=O)N2CCCCC2)cc1 ?
aGal spleen mod: 6.9%; NPSR antag: -8.4%; Epigenetic reg: 2.4%; Luc counter: -5.2%; CBFb-RUNX1 inh: 0.1%; IMPase Li cell: 12.3%; Lamin A splicing: -23.0%[46 µM]

Results for Cn1nnnc1SCC(=O)N1CCc2ccccc21 ?
aGal spleen mod: -3.2%; NPSR antag: 2.5%; Epigenetic reg: 0.1%; CBFb-RUNX1 inh: 1.8%

How did CCCCNc1nc(C)nc2c1nc(-c1ccccc1)n2CCN(C)C do in these assays?
aGal spleen mod: 8.7%; Epigenetic reg: 1.7%; Luc counter: -3.9%; CBFb-RUNX1 inh: 0.1%; IMPase Li cell: -2.1%

Results for O=C(c1cccc(F)c1)N1CCC2(CC1)CCN(c1cccc(-c3ccccc3)c1)CC2 ?
aGal spleen mod: 2.0%; Luc counter: -2.6%; IMPase Li cell: 15.0%

What do the screens show for `COc1ccc(C(CNC(=O)c2ccc(N3CCCC3=O)cc2)N(C)C)cc1` (stereo not given)?
aGal spleen mod: 6.5%; NPSR antag: 10.1%[46.1 µM]; Epigenetic reg: 1.0%; Luc counter: 1.2%; CBFb-RUNX1 inh: 0.8%; IMPase Li cell: -5.9%[38.3 µM]; Lamin A splicing: inconclusive

What do the screens show for `O=C(/C=C\c1ccco1)c1ccc(NC(=O)c2ccco2)cc1`?
aGal spleen mod: -0.1%; NPSR antag: 56.7%; Epigenetic reg: -4.8%; Luc counter: -6.4%; CBFb-RUNX1 inh: inconclusive; IMPase Li cell: 7.5%; Lamin A splicing: inconclusive

What do the screens show for `O=C(Cn1nnc2ccccc21)OCC(=O)c1ccc(Cl)cc1`?
aGal spleen mod: 1.8%; NPSR antag: 15.3%; Epigenetic reg: 2.1%; CBFb-RUNX1 inh: 5.1%

How did Cc1[nH]n(-c2ccccc2)c(=O)c1C=Nc1ccc(S(=O)(=O)NC(N)=O)cc1 do in these assays?
aGal spleen mod: 10.4%; NPSR antag: 13.7%; Epigenetic reg: -4.2%; CBFb-RUNX1 inh: 10.4%

How did O=C(NCCN1CCOCC1)c1csc2c1CCCCC2 do in these assays?
aGal spleen mod: 11.2%; NPSR antag: 4.3%[46.1 µM]; Epigenetic reg: -2.8%; Luc counter: 2.3%; CBFb-RUNX1 inh: 5.0%; IMPase Li cell: 1.3%[38.3 µM]; Lamin A splicing: 16.6%

How did CCN1CCCC1CNC(=O)C(=O)Nc1ccccc1 (stereo not given) do in these assays?
aGal spleen mod: 1.6%; NPSR antag: 12.1%; Epigenetic reg: 0.9%; Luc counter: -1.6%; CBFb-RUNX1 inh: 1.4%; IMPase Li cell: -5.1%; Lamin A splicing: 16.5%[46 µM]

Results for CCOC(=O)C(C(=O)OCC)C(=O)c1cc(OC)c(OC)c(OC)c1 ?
aGal spleen mod: 4.0%; NPSR antag: -8.8%[46.1 µM]; Epigenetic reg: 1.9%; Luc counter: 1.3%; CBFb-RUNX1 inh: 5.3%; IMPase Li cell: 24.0%[38.3 µM]; Lamin A splicing: -1.9%
